4-MU autofl: compound fluoresces in the 4-MU spectral region; compound autofluorescence, 340/450 nm, 4-MU equivalents; hits give high values; 11% of 59,000 active; max dye-equivalent concentration, M; in the data active = max dye-equivalent concentration above about 10 nM; inconclusive = mostly about 1.1 nM to 9.6 nM
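Compounds in 100 mM Tris, pH 8.0, incubated 15 min at room temperature, then fluorescence read at 340 nm excitation/450 nm emission. Signal converted to 4-MU dye-equivalent concentration using an on-plate six-point 4-MU standard curve.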
USP2a inh: USP2a (human) protease inhibition; Potency, µM (top dose mostly 38.3 µM), inactives show top-dose activity change, negative = inhibition, actives largely listed as inhibitors; USP2a enzymatic assay, qHTS inhibition; 0.1% of 60,000 active; O75604; AID 927;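 note: potency is the fitted concentration of half-maximal effect; nearly all actives have a fitted effect of over 60% in size; plate controls were DMSO for no effect and NEM full inhibition control for full effect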
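USP2 core (20nM final) preincubated 30 min RT with compound, then Ub-PLA2 20nM and NBD C6-HPC 20uM final added; buffer 20mM Tris-HCl pH 8.0, 2mM CaCl2. Fluorescence Ex 460/Em 535 read at 0 and 2.5 h; normalized to NEM.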
Casp1 inh: blocks human caspase-1 allosterically or competitively | Potency, µM (series often up to 57.5 µM), inactives show at the highest dose activity change, negative = inhibition, hits mostly inhibitors | 0.03% of 75,000 active | Caspase-1 enzyme, Ac-WEHD-AFC fluorogenic rate;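 note: potency is the fitted concentration of half-maximal effect; plate controls were vehicle for no effect and no substrate for full effect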
Target sequence (P29466 120-297 limits assumed): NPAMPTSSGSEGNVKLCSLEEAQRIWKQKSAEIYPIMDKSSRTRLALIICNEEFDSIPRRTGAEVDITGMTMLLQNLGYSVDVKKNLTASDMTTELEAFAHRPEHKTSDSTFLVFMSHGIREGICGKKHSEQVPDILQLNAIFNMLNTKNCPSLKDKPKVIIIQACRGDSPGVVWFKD
Target sequence (P29466 317-404 limits assumed): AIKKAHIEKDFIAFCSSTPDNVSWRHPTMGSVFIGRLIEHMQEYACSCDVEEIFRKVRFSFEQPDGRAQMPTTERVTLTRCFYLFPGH
HEK293 cAMP cs: raises cAMP in parental HEK293 cells, TSHR agonist counter-screen; parental HEK293 CNG cAMP sensor, membrane potential fluorescence; Potency, µM (titrated, usually from 57.1 µM), for inactives: at the highest dose activation, hits mostly activators; 2.5% of 73,000 active; note: potency is the fitted concentration of half-maximal effect; % of control where 0% means no effect; nearly all actives have a fitted effect of over 55% in size
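Parental HEK 293 cells stably expressing a cAMP-gated CNG channel were loaded with membrane potential dye containing 100 uM RO 20-1724 for 60 min. Compound added for 30 min; depolarization read as fluorescence intensity at 590 nm.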
UbGFP stabilizer: inhibits proteasome, raising ubiquitin-GFP reporter fluorescence; AID 526; Potency, µM (highest dose often 45.9 µM), inactives show top-dose activation (GFP accumulation), actives largely listed as activators; 67,000 tested, under 10 active; Ubiquitin-GFP reporter cells, proteasome inhibition, GFP fluorescence; response scale: untreated = 0%, 10 µM MG-132 = 100%; active = well fitted activation curve with a large enough effect, not every such curve was filed as active; inconclusive = small, poorly fitted or top-dose-only effect, or another doubt; inactive = no such curve, though single readings can be large or run the other way; note: potency is the fitted concentration of half-maximal effect
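U2OS cells expressing ubiquitin(G76V)-GFP, seeded overnight in 0.5% FBS medium, then treated 4 hr at 37 C across 46 uM to 2.9 nM. GFP-positive cells counted by laser cytometry (488 ex/515 em); %activity scaled between basal and 10 uM MG-132.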
BRCT inh red: disrupts BRCA1 BRCT binding to phosphoprotein, red fluorophore readout | Potency, µM (titrated, usually from 76.9 µM), for the others: at the top dose activity change, negative = inhibition, most hits filed as inhibitors | 0.03% of 75,000 active | BRCT-phosphopeptide binding, red fluorescence polarization | AID 892; note: % is set by controls: 0 for no effect and ±100 for the full control effect
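Fluorescence polarization: 100 nM His-tagged BRCA1 BRCT with 100 nM TAMRA-labelled phospho-BACH1 decapeptide, phosphate buffer pH 7.3 with 150 mM NaCl, DTT, 0.01% Tween 20; 12 min RT. Binding inhibition seen as FP decrease.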
BRCT PPI green: blocks human BRCA1 BRCT binding to phosphopeptide, green readout. BRCA1 BRCT-phosphopeptide binding, green fluorescence polarization. 0.05% of 75,000 active. AID 875. Potency, µM (highest dose often 76.9 µM), without a hit: at the top dose activity change, negative = inhibition, usual class: inhibitors. P38398;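 note: potency is the fitted concentration of half-maximal effect; plate controls were peptide without protein for full effect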
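Fluorescence polarization: His-tagged BRCT (~35 kDa BRCA1 C-terminus, 250 nM) bound to 100 nM fluorescein-labeled phosphorylated 10-aa BACH1 peptide, pH 7.3 phosphate buffer with DTT and Tween 20. Compounds incubated 12 min at room temperature; inhibition read as lowered polarization.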
A350 autofl: compound fluoresces in the Alexa 350 spectral region; max dye-equivalent concentration, M; Compound autofluorescence, 340/450 nm, Alexa 350 dye-equivalents; hits give high values; 11% of 59,000 active; in the data active = max dye-equivalent concentration above about 10 nM; inconclusive = mostly about 1.1 nM to 9.6 nM
Casp7 inh: blocks human caspase-7 allosterically or competitively | 0.02% of 75,000 active | recombinant caspase-7, Ac-DEVD-AFC fluorescence rate | P55210 | Potency, µM (series often up to 57.5 µM), inactives show top-dose activity change, negative = inhibition, actives largely listed as inhibitors; active = well fitted inhibition curve with a large enough effect in the main read-out, with a control signal flat, not every such curve was filed as active; inconclusive = small, poorly fitted or top-dose-only effect, or a change in a side signal; note: potency is the fitted concentration of half-maximal effect; % of control where 0% means no effect
Target sequence (P55210 24-198 limits assumed): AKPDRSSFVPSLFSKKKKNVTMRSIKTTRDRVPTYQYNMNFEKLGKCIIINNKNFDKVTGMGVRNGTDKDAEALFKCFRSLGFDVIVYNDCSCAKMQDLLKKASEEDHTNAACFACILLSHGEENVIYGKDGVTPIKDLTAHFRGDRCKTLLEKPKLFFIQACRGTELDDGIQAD
Target sequence (P55210 207-303 limits assumed): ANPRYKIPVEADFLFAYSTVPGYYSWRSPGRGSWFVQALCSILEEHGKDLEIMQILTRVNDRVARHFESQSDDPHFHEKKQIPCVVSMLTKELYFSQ
Epigenetic mod: epigenetic modulators derepressing GFP locus in mouse cells | mouse C127i GFP locus derepression, cytometry, 30 h | Potency, µM (top dose mostly 46.1 µM), without a hit: top-dose GFP derepression (activation) | 0.09% of 68,000 active | AID 597; note: % of control where 0% means no effect
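Murine C127i mammary cells carrying a silenced, stably integrated CMV-driven GFP reporter were treated with compound for 30 hours at 37 C. After PBS washes, GFP-positive cells were counted by laser-scanning microplate cytometry.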
Fluorescein fluor: compound autofluorescence in fluorescein spectral region | max fluorescein-equivalent concentration, M | 0.91% of 59,000 active | Compound autofluorescence, 480/540 nm, fluorescein-equivalent; hits give high values; in the data active = max fluorescein-equivalent concentration above about 10 nM; inconclusive = between about 1.1 nM and that limit
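Fluorescein stocks ranging 3 mM down to 300 nM, plus DMSO blanks, were pinned alongside compounds to build a per-plate standard curve. Buffer: 100 mM Tris, pH 8.0. Incubation 15 min, room temperature; filters 480/540 nm.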
* hit, by the source's call; i = inactive; ? = inconclusive; . = no result given; [ ] = remark or other dose. Unless noted, calls come from the whole dose curve; as a rule, active = well fitted curve in the direction sought with a large enough effect; inconclusive = small, poorly fitted or top-dose-only effect, or another doubt; inactive = no such curve, though single readings can be large; an effect the other way counts as inactive or inconclusive. An excerpt (hit frequency here may not be typical).

SMILES | 4-MU autofl | USP2a inh | Casp1 inh | HEK293 cAMP cs | UbGFP stabilizer | BRCT inh red | BRCT PPI green | A350 autofl | Casp7 inh | Epigenetic mod | Fluorescein fluor
Cc1ccc2c(c1)c1c3n2CCN(C(=O)Cn2c(-c4ccccc4)noc2=O)C3CCC1 (stereo not drawn) | i | -27% | -6% | -5% | 5% | -0.1% | 0.7% | ? | -9% | 3% | ?
O=C(O)CSCCC(=O)Nc1ccc(F)cc1 | i | -3% | 1% | -1% | 10% | 0.7% | -2.8% | i | -1% | -3% | i
C[C@H](NC(=O)[C@@H]1C[C@H]1[C@@H](NC(=O)OCc1ccccc1)c1ccccc1)c1ccccc1 | . | . | -1% | ? | . | 2.0% | -0.5% | . | -1% | . | .
O=S(=O)(Nc1ccc2c(c1)OCCO2)c1ccc2oc3ccccc3c2c1 | i | ? | -2% | ? | -6% | -0.2% | 1.5% | i | -5% | 0% | i
Cn1cccc1C(C(=O)NC1CCCCC1)N(C(=O)Cc1cccs1)C1CC1 (stereo not drawn) | i | 1% | -4% | ? | 0% | 1.1% | 0.8% | i | 1% | 0% | i
O=C(c1csnn1)N1CCC2(CC1)CN(c1ncccn1)C2 | i | -13% | -3% | 2% | 2% | -1.6% | -2.2% | i | 1% | 0%[9.22 µM] | i
C=C(C)c1cccc(C(C)(C)NC(=O)N2CCN(c3ncccn3)CC2)c1 | i | 9% | 0% | ? | -5% | -0.8% | -1.0% | i | -1% | 0% | i
CCCN1CCN(C(=O)c2cn(CC(C)C)c(=O)c3cc(OC)c(OC)cc23)CC1 | i | 6% | 0% | 0% | -3% | 0.8% | -2.0% | i | 0% | 1% | ?
Cc1cccc(NC(=O)C(C)Oc2ccccc2C)n1 (stereo not drawn) | i | -1% | -2% | ? | -1% | -3.1% | -1.1% | ? | 0% | 3% | i
O=C(COc1ncnc2ccccc12)c1ccc2c(c1)OCCO2 | ? | 3% | 0% | -1% | -1% | 0.4% | 2.9% | ? | 5% | 0% | i
Cc1nn(-c2ccc(F)cc2)c2nc(N)c(C#N)c(-c3cccs3)c12 | 4e-08M* | 31%[activator] | ? | 12% | 0% | 0.2% | 1.6% | 4.2e-08M* | -16% | ? | i
Cc1cc(=O)oc(C)c1C(=O)NCCCN1CCN(c2ccccc2F)CC1 | i | 12% | -1% | 15% | 0% | 0.6% | -1.8% | i | -2% | 2% | ?
COC(=O)c1[nH]c2ccc(C)cc2c1NC(=O)C1=COCCO1 | ? | -6% | -4% | -1% | 3% | -2.1% | -1.8% | ? | -6% | 0% | ?
COc1ccccc1NC(=O)CSc1nc(O)cc(=O)[nH]1 | i | -8% | 1% | 2% | -1% | 0.6% | 0.7% | i | 7% | -1% | ?
O=C(c1cc2ccccc2o1)n1nnc2ccccc21 | i | -6% | -5% | 4% | 0% | -0.9% | -0.7% | i | 0% | -1% | i
O=C(O)c1cccc(Nc2nc(N3CCOCC3)nc(N3CCOCC3)n2)c1 | i | -8% | 2% | -1% | 3% | 0.0% | -2.1% | i | 2% | 6% | i
O=C1CCc2cc(S(=O)(=O)N3CCC(C(=O)NC4CCCc5ccccc54)CC3)ccc2N1 (stereo not drawn) | . | . | 2% | -62%[inhibitor] | -3% | -1.3% | 1.3% | . | -4% | 2% | .
COc1ccc(OC)c(C(=O)c2coc3ccc(O)cc23)c1 | . | -1%[7.66 µM] | -2% | 8%[11.4 µM] | 7%[9.17 µM] | -0.1% | -1.2% | . | 0% | -2% | .
O=C(O)CSCC(=O)NCc1ccccc1 | i | -6% | 0% | 7% | -3% | -1.1% | -2.1% | i | 1% | 2% | i
CC(=O)c1ccc(OC(=O)c2cccs2)cc1 | . | -5% | -4% | -2% | -10% | 3.9% | -0.6% | . | 0% | -3% | .

Next section, overlapping the part above by two compounds.
SMILES | 4-MU autofl | USP2a inh | Casp1 inh | HEK293 cAMP cs | UbGFP stabilizer | BRCT inh red | BRCT PPI green | A350 autofl | Casp7 inh | Epigenetic mod | Fluorescein fluor
O=C(O)CSCC(=O)NCc1ccccc1 | i | -6% | 0% | 7% | -3% | -1.1% | -2.1% | i | 1% | 2% | i
CC(=O)c1ccc(OC(=O)c2cccs2)cc1 | . | -5% | -4% | -2% | -10% | 3.9% | -0.6% | . | 0% | -3% | .
CCC(c1nnnn1Cc1ccc2c(c1)OCO2)N1CCN(c2ccccc2)CC1 (stereo not drawn) | i | . | -3% | 16µM* | 0% | 1.3% | -0.9% | i | 1% | -1% | i
COc1cc(C(=O)Nc2nncs2)cc(OC)c1OC | . | -6% | 0% | -4% | 12% | -2.2% | -2.5% | . | 0% | 2% | .
CS(=O)(=O)Nc1ccccc1C(=O)c1ccccc1 | i | 0% | -1% | 6% | -2% | 1.1% | -0.9% | i | 0% | -1% | ?
CCn1cc(C(=O)Nc2cccc(C(=O)OC)c2)c(=O)c2ccc(C)nc21 | i | . | -2% | 10% | 1% | 0.7% | 0.2% | i | 5% | -1% | i
CS(=O)(=O)N(CC(=O)NCCSc1ccccc1)c1ccc2c(c1)OCO2 | i | -3% | 0% | 4% | -4% | -2.3% | 0.0% | i | -1% | 0% | i
CN(Cc1nc2ccccc2n1C)S(C)(=O)=O | i | -3% | 0% | 0% | 1% | 0.9% | -0.3% | i | -1% | 3% | i
COc1cccc(C2NC(=O)NC(C)=C2C(=O)Nc2cc(OC)ccc2OC)c1 (stereo not drawn) | . | 8% | -1% | 12% | 3% | 0.5% | -1.9% | . | -2% | 2% | .
Cn1c(SCC2CCCO2)nnc1-c1ccncc1 (stereo not drawn) | i | 8% | -16% | -4% | 4% | 0.1% | 0.3% | i | 0% | -1% | i
O=C(CN1CCC(NC(=O)c2ccccc2)CC1)NCc1ccccc1F | i | 2% | -1% | 9% | 4% | 0.2% | 0.9% | i | 0% | 0% | i
Cc1noc(C)c1C(=O)N1CCC2(CCN(C(=O)Nc3ccccc3)CC2)CC1 | i | 1% | 0% | -8% | 8% | -1.8% | -0.4% | i | -1% | 0%[9.22 µM] | i
O=C(Nc1ccc(S(=O)(=O)N2CCCC2)cc1)C1COc2ccccc2O1 (stereo not drawn) | . | . | -5% | -2% | 0% | -0.5% | -1.9% | . | -2% | -3% | .
COc1ccc(-n2c(=O)c(-c3cn(C)c4ccccc34)nc3cnc(OC)nc32)cc1 | i | 58%[activator] | -15% | 17% | 2% | 0.3% | 2.2% | i | -22% | -5%[9.22 µM] | i
COc1ccc(Oc2ncc3nc(-c4cn(C)c5ccccc45)c(=O)n(C)c3n2)cc1 | i | -18% | ? | 15% | 9% | 0.3% | -1.3% | i | -12% | -2%[9.22 µM] | i
CC(=O)NC(=O)NC1CSCC1OC(C)=O (stereo not drawn) | i | 5% | 1% | 5% | 2% | 0.4% | -2.0% | i | 0% | 0% | i
N#CCCn1c(=O)c(CCc2ccccc2)nc2cnc(OCc3ccccc3)nc21 | i | 10% | -7% | 4µM* | 9% | -0.7% | 6.5% | i | -6% | -3%[9.22 µM] | i
Cc1cccc(OCCNc2nc3c(c(=O)n(C)c(=O)n3C)n2C)c1 | i | 1% | 0% | -6% | -3% | 0.8% | -0.7% | i | 0% | 3% | ?
CS(=O)(=O)N(CC(=O)O)c1cccc(Cl)c1 | i | -1% | 1% | 2% | 2% | 0.5% | 1.3% | i | 1% | 0% | i
CC(=O)Nc1ccc(S(=O)(=O)N2CCN(C(=O)N3CCOCC3)CC2)cc1 | i | -8% | 0% | 20% | -3% | 0.1% | -0.3% | i | 0% | 0% | i
Cc1cc(C(=O)CN2CC(C)OC(C)C2)c(C)n1-c1ccccc1 (stereo not drawn) | . | . | -5% | 10% | -6% | 0.9% | -0.6% | . | -2% | . | .
O=C(CSc1nc(-c2ccccc2)cc(=O)[nH]1)NCc1ccc2c(c1)OCO2 | i | 0% | 0% | 5% | -5% | 0.5% | 0.7% | ? | 1% | 0% | ?

Complete entries, looked up by structure.
Entry for COc1cccc(C2NC(=O)NC(C)=C2C(=O)Nc2cc(OC)ccc2OC)c1 (stereo not drawn) = 4-MU autofl = .; USP2a inh = 8%; Casp1 inh = -1%; HEK293 cAMP cs = 12%; UbGFP stabilizer = 3%; BRCT inh red = 0.5%; BRCT PPI green = -1.9%; A350 autofl = .; Casp7 inh = -2%; Epigenetic mod = 2%; Fluorescein fluor = .
Entry for Cc1cc(C(=O)CN2CC(C)OC(C)C2)c(C)n1-c1ccccc1 (stereo not drawn) = 4-MU autofl = .; USP2a inh = .; Casp1 inh = -5%; HEK293 cAMP cs = 10%; UbGFP stabilizer = -6%; BRCT inh red = 0.9%; BRCT PPI green = -0.6%; A350 autofl = .; Casp7 inh = -2%; Epigenetic mod = .; Fluorescein fluor = .
